# GPR151 ag: activators of human GPR151, primary screen, cell-based, PathHunter beta-arrestin, luminescence; G-protein coupled receptor 151 (Homo sapiens), Q8TDV0; PathHunter beta-arrestin GPR151 cells; activation, % at 11.2 µM; 650,000 compounds, 1% hits; in the data active = activation above about 4.9%;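 also: 0% = median of compound wells and 100% = cells with positive control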
# Target sequence (Q8TDV0 whole entry, looked up): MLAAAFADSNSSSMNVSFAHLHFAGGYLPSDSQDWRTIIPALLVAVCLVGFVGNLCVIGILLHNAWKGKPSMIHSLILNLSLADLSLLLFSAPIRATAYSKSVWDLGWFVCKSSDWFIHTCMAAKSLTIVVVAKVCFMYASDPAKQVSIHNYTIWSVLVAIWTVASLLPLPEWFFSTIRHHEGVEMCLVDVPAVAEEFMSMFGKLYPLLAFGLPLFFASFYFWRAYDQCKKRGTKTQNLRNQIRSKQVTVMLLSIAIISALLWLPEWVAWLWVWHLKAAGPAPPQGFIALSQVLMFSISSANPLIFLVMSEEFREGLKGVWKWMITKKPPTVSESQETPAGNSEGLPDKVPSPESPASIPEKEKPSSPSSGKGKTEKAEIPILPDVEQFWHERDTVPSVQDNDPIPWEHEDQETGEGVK
# MITF primary: MITF inhibitors, primary screen, biochemical, AlphaScreen, human; Microphthalmia-associated transcription factor (Homo sapiens), O75030; AlphaScreen MITF homodimerization, bead proximity signal; inhibition, % at 2.6 µM; 650,000 compounds, 0.91% hits; in the data active = inhibition above about 50%;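 also: 0% = vehicle wells with protein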
# TEAD-YAP inh: TEAD-YAP interaction inhibition, primary screen, TEAD-YAP interaction inhibitor project, luminescence, HEK-TIYL cells; TEAD-Gal4/YAP UAS-luciferase luminescence; inhibition, % at 9.12 µM; 640,000 compounds, 1.4% hits; AID 1259422, 2018; in the data active = inhibition above about 32%;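 also: 0% = median of test compound wells and 100% = reference inhibitor wells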
# FBW7 activator: FBW7 E3 ligase activators, primary screen, biochemical, AlphaScreen, human; F-box/WD repeat-containing protein 7 (Homo sapiens), Q969H0; AlphaScreen FBW7–phospho-cyclin E peptide binding, activator screen; normalized activity (activation), % at 26.1 µM; 650,000 compounds, 0.13% hits; AID 1259310, 2017; in the data active = normalized activity above about 1.9%;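 also: purified mutant Fbw7 with reduced substrate affinity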
# Target sequence (Q969H0 whole entry, looked up): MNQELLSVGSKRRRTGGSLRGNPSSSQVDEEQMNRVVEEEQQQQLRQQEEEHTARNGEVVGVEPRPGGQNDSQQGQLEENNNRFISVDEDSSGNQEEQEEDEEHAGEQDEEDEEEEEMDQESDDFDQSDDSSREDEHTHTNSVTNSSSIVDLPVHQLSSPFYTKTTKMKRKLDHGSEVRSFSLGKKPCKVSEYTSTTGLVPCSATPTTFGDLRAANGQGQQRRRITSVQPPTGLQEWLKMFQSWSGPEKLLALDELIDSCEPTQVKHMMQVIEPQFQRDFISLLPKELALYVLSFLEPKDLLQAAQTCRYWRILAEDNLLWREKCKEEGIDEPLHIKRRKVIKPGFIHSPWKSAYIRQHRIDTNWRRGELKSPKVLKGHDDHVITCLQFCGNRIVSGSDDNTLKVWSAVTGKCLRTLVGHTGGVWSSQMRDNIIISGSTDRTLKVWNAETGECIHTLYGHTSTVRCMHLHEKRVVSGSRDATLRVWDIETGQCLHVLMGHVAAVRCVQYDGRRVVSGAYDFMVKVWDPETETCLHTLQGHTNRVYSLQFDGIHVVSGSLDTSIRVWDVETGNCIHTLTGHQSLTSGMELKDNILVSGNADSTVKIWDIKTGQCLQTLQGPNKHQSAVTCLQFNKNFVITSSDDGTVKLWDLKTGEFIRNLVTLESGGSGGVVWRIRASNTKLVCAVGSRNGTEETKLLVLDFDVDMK
# Active calls of the source: *.
SMILES,GPR151 ag,MITF primary,TEAD-YAP inh,FBW7 activator
N#Cc1ccccc1Nc1ccc2c(cnn2-c2cccc(C(=O)NCCN3CCOCC3)c2)c1,0.9,10,29,0.1
Cc1ccccc1NC(=O)C1(N(C(=O)Cn2nnnc2N)c2ccccc2)CCCCC1,0.9,10,-5,0.2
COc1ccc(C)cc1S(=O)(=O)NCC(c1ccco1)S(=O)(=O)c1ccc(C)cc1 (stereo not given),-1.5,14,-6,0.8
CC1Cc2ccccc2N1C(=O)Cn1nc(-c2ccoc2)oc1=O (stereo not given),0.5,26,8,0.1
CC(CCc1ccccc1)NS(=O)(=O)c1ccc(Cl)c(C(=O)O)c1 (stereo not given),1.0,14,11,0.0
O=C(CC1C(=O)NCCN1Cc1cccs1)NCc1cn[nH]c1-c1ccccc1 (stereo not given),-0.3,16,7,0.4
O=C(Nc1cc(C(F)(F)F)ccc1Cl)c1cc2n(n1)C(C(F)(F)F)CC(c1ccc(Cl)cc1)N2 (stereo not given),-0.3,3,0,0.1
COc1ccc(OC(C)C(=O)Nc2ccc(I)cc2)cc1 (stereo not given),0.2,-26,-4,0.1
O=C(Cc1ccccc1)Nc1cnn(-c2cccc(C(=O)Nc3ccc(Cn4cccn4)cc3)c2)c1,-0.2,-4,-5,0.1
Cc1ccccc1NC(=O)COc1ccccc1C=O,-0.4,2,-13,0.0
O=[N+]([O-])c1cc(Cl)ccc1S(=O)(=O)Nc1ccc(I)cc1,2.0,0,3,0.2
CN1CCN(c2ccc(-c3cncc(C(=O)NCc4cccc(C(F)(F)F)c4)c3)cc2)CC1,-1.1,26,9,0.5
COC(C)(C)C#CC(=O)c1cccc2ccccc12,1.1,-6,-9,-0.1
CCCCSC1=C(C#N)C(c2cccs2)C(C(=O)Nc2ccccc2)=C(C)N1 (stereo not given),-1.1,-6,4,0.1
COc1cc(Nc2nc(Nc3ccccc3)nc3c2ncn3Cc2ccc(C(F)(F)F)cc2)cc(OC)c1OC,-0.5,3,3,0.0
Cc1ccc2oc(-c3ccc(NC(=O)c4ccc([N+](=O)[O-])c(C)c4)cc3O)nc2c1,0.7,8,7,0.2
COc1ccc(-c2nn(-c3ccccc3)cc2/C=C(\C#N)C(=O)Nc2cccnc2)cc1,0.1,9,-2,-0.2
COc1ccc(/C=N/NC(=O)c2c(C)nc3ccc(Cl)cn23)cc1OC,1.2,2,22,-0.1
Cc1ccccc1OCC(=O)Nc1ccccc1C(=O)O,-8.5,5,-66,-0.2
CC(C)NC(=O)/C=C/C(=O)O,-0.3,9,7,0.5

# Next part (2 carried over from the part before).
SMILES,GPR151 ag,MITF primary,TEAD-YAP inh,FBW7 activator
Cc1ccccc1OCC(=O)Nc1ccccc1C(=O)O,-8.5,5,-66,-0.2
CC(C)NC(=O)/C=C/C(=O)O,-0.3,9,7,0.5
Cc1ccc(NC(=O)c2cc(NC(=O)/C=C\C(=O)O)ccc2N2CCCCC2)cc1,2.2,9,-9,0.1
COc1ccc(N2C(=O)CC(NCC#N)C2=O)cc1 (stereo not given),2.1,13,11,0.1
COc1ccc(-c2cnnc(NCCCCCN3CCOCC3)n2)cc1,-1.4,-6,-3,-0.2
COc1ccc(C2C(C(=O)N(C)Cc3ccccc3)c3ccccc3C(=O)N2Cc2ccc(F)cc2)cc1 (stereo not given),0.5,20,-3,0.1
CCOc1ccccc1N=Cc1c(O)n(Cc2ccc3c(c2)OCO3)c(=O)c2ccccc12,-0.9,-1,10,0.0
CC(C)(C)C(=O)CN1CCN(c2ccc(Cl)cc2)CC1,-0.4,4,21,0.3
COc1cc2c(cc1/C=C1/C(=O)NC(=O)N(c3ccc(C)c(C)c3)C1=O)OCO2,-0.4,4,9,-0.1
Cc1ccnc(NC(=O)c2cccc(S(=O)(=O)N3CCOCC3)c2)c1,-0.2,4,-9,0.0
O=C(O)CCCC(=O)N1N=C(c2ccccc2)CC1c1ccc(Cl)cc1 (stereo not given),2.3,-10,3,-0.1
NC(=O)c1ccccc1-c1ccccc1C(=O)O,1.3,2,1,0.4
CCOc1ccc2nc(NC(=O)c3ccc(C(=O)c4ccccc4)cc3)sc2c1,-0.8,11,-9,0.1
COc1cccc(NC(=O)c2ccc3c(c2)C(=O)N(CC(C)C)C3=O)c1,0.8,4,-3,-0.1
CC(C)C[C@H]1NC(=O)[C@H]2CN(CC(C)C)CCN2C1=O,0.3,8,-1,-0.1
CCOC(=O)c1c(NC(=O)/C=C/C(=O)O)sc(C(=O)Nc2ccccc2)c1C,2.4,1,-39,-0.1
Cc1ccc(S(=O)(=O)NNS(C)(=O)=O)cc1,-1.2,7,2,0.4
Cc1cc(C)n(S(=O)(=O)c2cc(C)c(Br)cc2C)n1,2.0,-5,14,-0.1
CCCC/C=C\c1cnc2c(Nc3ccc(NC(C)=O)cc3)nccn12,3.1,-24,7,0.2
CC#CC(=O)N1CCC2(CC1)CC2C(=O)N1CCN(C2CCCCC2)CC1 (stereo not given),0.7,0,-12,0.0
CN(Cc1ccccc1)C(=O)CN(c1cccc(Cl)c1)S(C)(=O)=O,1.2,4,-10,0.1
Cc1ccc(Cn2c(SCCC(=O)O)nc3c2c(=O)[nH]c(=O)n3C)cc1,-0.9,11,4,0.1
CC(=O)c1ccc(C)cc1OC(=O)c1cccc2nc(C)oc12,3.5,0,2,-0.1
CC1=C(C(=O)Nc2ccccc2Cl)C(c2ccccc2Br)NC(=O)N1 (stereo not given),-0.3,-1,-1,-0.2
O=C(c1ccccc1)N1CCC(O)(c2ccccc2)C2CCCCC21 (stereo not given),1.0,-10,2,-0.2
c1cn(-c2ccc(Nc3nc(NCCN4CCOCC4)c4ncn(C5CCCCC5)c4n3)cc2)cn1,0.4,8,47*,0.0
O=C(CCCn1c(SCc2ccc(Cl)cc2)nc2ccccc2c1=O)NCc1ccccc1,-0.1,4,-5,-0.1
Cc1cccc(OCC(=O)Nc2ccccc2N2CCN(C(=O)C(C)C)CC2)c1C,-0.6,18,-2,0.3
CO[C@H]1[C@H](NC(=O)Cc2ccccc2)c2ccccc2C12CCN(C(=O)CC(C)(C)C)CC2,1.0,-12,-24,0.8
CCOc1ccccc1NC(=O)c1sc2ncn(CC(=O)N3CC(C)CC(C)C3)c(=O)c2c1C (stereo not given),2.6,6,3,0.4
O=c1c2c(nc3nc(NCc4ccc(F)cc4)[nH]n13)CCC2,2.4,8,-3,-0.1
CC(=O)c1ccc(N2C(=O)c3ccc(C(=O)OC(C)C(=O)c4ccccc4)cc3C2=O)cc1 (stereo not given),-0.7,9,-4,0.3
Cn1c(NC(=O)c2ccccc2)cc(=O)n(C)c1=O,-0.5,-2,-10,-0.2
CCC(C)(C)NC(=O)CN(C(=O)C(=O)Nc1ccc2c(c1)OCCO2)c1cccnc1,-0.6,-5,2,0.0
CC(C)n1cnc2c(Nc3ccc(Oc4ccccc4)cc3)nc(N3CCc4ccccc4C3)nc21,1.9,-4,-9,-0.1
O=S(=O)(c1cc(Cl)ccc1Cl)N1CCN(C23CC4CC(CC(C4)C2)C3)CC1,1.0,-8,-3,-0.2
CCN(c1ccccc1)S(=O)(=O)c1cc(Br)cnc1N,-1.4,9,7,-0.1
CC(=O)c1ccc(NC(=S)Nc2ccc(S(=O)(=O)Nc3ncccn3)cc2)cc1,-1.6,-2,0,0.0
Cc1nn(CC(=O)N2CCCC(CO)(Cc3cccc(Cl)c3)C2)c(=O)c2ccccc12 (stereo not given),0.5,1,-49,0.5
O=C(COC(=O)c1ccccn1)Nc1ccc2ccccc2c1,-0.6,-6,-22,-0.2
CCC1(C2CCN(C(=O)C3CCCC3)CC2)NC(=O)N(CCc2scnc2C)C1=O (stereo not given),0.0,20,0,0.7
CCOC(=O)C1CCCN(C(=O)c2cc(=O)c3ccccc3o2)C1 (stereo not given),-1.0,2,4,0.4

# Results in FBW7 activator, for 6 of the compounds above:
Structure	FBW7 activator
O=S(=O)(c1cc(Cl)ccc1Cl)N1CCN(C23CC4CC(CC(C4)C2)C3)CC1	-0.2
CCN(c1ccccc1)S(=O)(=O)c1cc(Br)cnc1N	-0.1
CC(=O)c1ccc(NC(=S)Nc2ccc(S(=O)(=O)Nc3ncccn3)cc2)cc1	0.0
Cc1nn(CC(=O)N2CCCC(CO)(Cc3cccc(Cl)c3)C2)c(=O)c2ccccc12 (stereo not given)	0.5
O=C(COC(=O)c1ccccn1)Nc1ccc2ccccc2c1	-0.2
CCC1(C2CCN(C(=O)C3CCCC3)CC2)NC(=O)N(CCc2scnc2C)C1=O (stereo not given)	0.7

# (listing goes on)
SMILES,GPR151 ag,MITF primary,TEAD-YAP inh,FBW7 activator
Cc1ccsc1CN1CCN2C(=O)[C@H](CCCCN)NC(=O)[C@H]2C1,-0.6,-10,-6,-0.1
CC1=C(C(=O)OC2CCCCC2)C(c2ccccc2[N+](=O)[O-])C2=C(CCCC2=O)N1 (stereo not given),-0.7,2,29,-0.1
COc1ccc(Nc2cnn(C34CC5CC(CC(C5)C3)C4)c(=O)c2Cl)cc1,0.7,8,16,-0.2
COc1ccc2c(c1)C(C)(C)C1(C=Nc3c(ccc4ncccc34)O1)N2C (stereo not given),0.6,20,0,0.1
NC(=O)CC(NSc1ccccc1[N+](=O)[O-])C(=O)O (stereo not given),-1.2,4,5,0.1
O=C(CSc1nc2ccccc2[nH]1)NNC(=O)NC1CCCCC1,1.8,10,4,0.1
CCC(C)c1ccccc1OCCCCn1ccnc1 (stereo not given),0.9,39,9,-0.3
Cc1nnc2ccc(SCC(=O)N3CCc4c([nH]c5ccccc45)C3C(C)C)nn12 (stereo not given),0.1,9,12,0.0
Cc1ccc(Cn2c(CCCO)nc3ccccc32)cc1,-0.6,2,3,-0.3
COc1cc(/C=C2/C(=O)N(c3cccc(Br)c3)N=C2C)ccc1OC(C)C,0.3,3,-10,0.1
CCOc1ccc(N2C(=O)CSC2c2ccc(Br)s2)cc1 (stereo not given),0.7,9,-15,-0.1
CN(C)c1ccc(NC(=O)Cn2cnc3c2c(=O)n(C)c(=O)n3C)cc1,0.0,4,-22,-0.4
CCOc1ccc(C(c2sc3nc(C)nn3c2O)N2CCC(O)CC2)cc1OC (stereo not given),-1.1,-6,-9,-0.1
Cc1ccc(-c2[nH]nc3c2C(c2ccc(OC(=O)c4ccccc4)cc2)C(C#N)=C(N)O3)cc1 (stereo not given),1.4,-8,1,0.0
OCCC1CN(C2CCCCC2)CCN1Cc1ccccc1F (stereo not given),-0.8,8,1,-0.1
CC(C)(C)C(=O)Cn1cnc2scc(-c3ccccc3)c2c1=O,1.4,0,5,-0.2
COC(=O)c1c(NC(=O)C23CC4CC(CC(C4)C2)C3)sc(C(=O)N(C)C)c1C,0.5,13,-5,0.1
Fc1ccc(/C=N/Nc2ccc(C(F)(F)F)cn2)cc1,1.5,3,-7,0.0
CC(=O)NCC(=O)N(c1ccccc1)C1(C(=O)Nc2c(C)cccc2C)CCCCC1,-0.9,4,-2,-0.2
CCc1ccc(NC(=O)c2ccc(F)c(S(=O)(=O)NCCc3ccccc3)c2)cc1,1.1,3,-5,0.0

# Single values from the list:
# `CC1=C(C(=O)OC2CCCCC2)C(c2ccccc2[N+](=O)[O-])C2=C(CCCC2=O)N1` (stereo not given) in MITF primary reads 2
# `Cc1ccsc1CN1CCN2C(=O)[C@H](CCCCN)NC(=O)[C@H]2C1` in FBW7 activator reads -0.1
# `NC(=O)CC(NSc1ccccc1[N+](=O)[O-])C(=O)O` (stereo not given) in TEAD-YAP inh reads 5
# `OCCC1CN(C2CCCCC2)CCN1Cc1ccccc1F` (stereo not given) in FBW7 activator reads -0.1
# `Cc1nnc2ccc(SCC(=O)N3CCc4c([nH]c5ccccc45)C3C(C)C)nn12` (stereo not given) in FBW7 activator reads 0.0
# `CC(=O)NCC(=O)N(c1ccccc1)C1(C(=O)Nc2c(C)cccc2C)CCCCC1` in TEAD-YAP inh reads -2

# The results go on.
SMILES,GPR151 ag,MITF primary,TEAD-YAP inh,FBW7 activator
CCN1CCN(CCCNC(=O)c2nn(-c3cc(OC)cc(OC)c3)c(=O)c3ccccc23)CC1,-0.8,-3,5,-0.1
CCOc1cc(/C=C2\SC(=O)NC2=O)ccc1OCc1ccc([N+](=O)[O-])cc1,-0.7,11,3,0.7
C/C(CC(=O)Nc1cccc2c1CCCC2)=N\NC(=O)c1ccncc1,-0.3,10,9,0.5
Cn1cc(S(=O)(=O)N2CCOCC2)cc1C(=O)N1CCOCC1,-0.2,2,-3,-0.1
CCC(C)C(=O)N1CCc2c(C(=O)NCc3ccsc3)c(OC)cc(=O)n2CC1 (stereo not given),0.1,-1,3,-0.1
Cc1sc2nc(-c3cccnc3)nc(NCCc3ccccn3)c2c1C,-0.6,-11,-10,-0.2
Cc1cccc(N(C)S(=O)(=O)c2ccc3[nH]cc(C(=O)N4CCOCC4)c(=O)c3c2)c1,-0.8,-19,2,-0.6
COc1ccc(OC)c(NC(=O)CSc2n[nH]c(=O)[nH]c2=O)c1,1.2,-9,4,0.1
COC(=O)C1=C(C)N=c2s/c(=C\c3ccc(C)cc3)c(=O)n2C1c1cccs1 (stereo not given),0.8,4,10,-0.1
Cc1ccc(N(CC(=O)N2CCCC2)S(=O)(=O)c2ccccc2)cc1C,-1.2,8,8,1.1
CC1=NN(c2ccc(C)c(Cl)c2)C(=O)/C1=C\c1ccc(-c2ccccc2C(=O)O)o1,-0.4,1,2,0.0
Cc1cc(C)n2cc(CSc3nnnn3-c3ccc(Cl)cc3)nc2n1,-1.6,6,-2,0.4
N#CC1=C(N)Oc2n[nH]c(C(F)(F)F)c2C12C(=O)N(Cc1ccccc1)c1ccccc12 (stereo not given),0.5,-6,-6,0.1
C=CCN(c1ccc(C(=O)Nc2ccc(OC)cc2)cc1)S(C)(=O)=O,-2.1,-1,-25,0.3
